KOR beta-arrestin-1: KOR antagonists, beta-arrestin recruitment, cell-based, luminescence, uHTS (AID 1778). Kappa-type opioid receptor (Homo sapiens). KOR beta-arrestin recruitment, luminescence, antagonist mode; higher % means a stronger effect. inhibition, % at 10 µM; hits with a dose series show IC50 in µM. 0.091% of 290,000 active; also: strong numbers were not always called active
GPR55 antagonists: GPR55 antagonists blocking LPI-driven arrestin recruitment, primary screen, imaging, U2OS, beta-arrestin-GFP, LPI agonist (AID 2013); G-protein coupled receptor 55 (Homo sapiens); U2OS GPR55 beta-arrestin-GFP translocation imaging, LPI antagonism; higher % means a stronger effect; inhibition, % at 10 µM; hits with a dose series show IC50 in µM; 0.13% of 290,000 active;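 active = spots per cell inhibited over 60%, with over 100 cells counted and total cytoplasm intensity under 500,000; inconclusive = wells with under 100 cells, flagged as likely toxic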;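 also: U2OS cells stably carrying GPR55 and arrestin-GFP stimulated by 5 µM LPI near EC80; imaged beta-arrestin-GFP aggregate spots per cell after agonist stimulation; plate controls were LPI-stimulated DMSO wells for no effect and DMSO wells without LPI for full effect; some results filed as inactive read as strong as hits; confirmed hits need IC50 under 10 µM and bright autofluorescent wells are also inconclusive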
KOR beta-arrestin-2: KOR agonists, beta-arrestin recruitment, primary screen, cell-based, luminescence, uHTS (AID 1777); Kappa-type opioid receptor (Homo sapiens); KOR beta-arrestin recruitment, luminescence; higher % means a stronger effect; activation, % at 10 µM, or EC50 in µM where a hit was titrated; 0.02% of 280,000 active; in the data active = activation above about 50%, passing the limit was not always enough; also: a part of the inactive calls stands beside numbers as strong as those of hits
NTR1 agonist: agonists of NTR1, primary screen, imaging, U2OS cells, beta-arrestin-GFP, high content (AID 493036); NTR1-U2OS beta-arrestin-GFP spot imaging, agonist mode; activation, % at 20 µM; 0.17% of 330,000 active;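 active = activation at or above 40% of the spot to cytoplasm intensity ratio, with at least 20 cells analyzed; inconclusive = wells under 20 cells, flagged as cytotoxic or low count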;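 also: 0% = DMSO without peptide and 100% = 100 nM NTR1 peptide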
Target sequence (P30989 whole entry, looked up): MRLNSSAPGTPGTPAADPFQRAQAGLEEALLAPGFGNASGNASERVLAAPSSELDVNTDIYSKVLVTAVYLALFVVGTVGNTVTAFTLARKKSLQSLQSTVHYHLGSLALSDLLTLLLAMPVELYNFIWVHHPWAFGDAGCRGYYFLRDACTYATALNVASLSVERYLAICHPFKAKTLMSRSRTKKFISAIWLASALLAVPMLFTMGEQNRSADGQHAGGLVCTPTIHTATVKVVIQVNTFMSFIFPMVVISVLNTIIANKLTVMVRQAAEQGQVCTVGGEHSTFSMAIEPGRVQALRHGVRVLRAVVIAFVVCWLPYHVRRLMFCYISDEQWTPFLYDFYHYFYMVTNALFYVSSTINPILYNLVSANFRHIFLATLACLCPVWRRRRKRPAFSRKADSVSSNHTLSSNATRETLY
Myeloid diff MLP: induction of myeloid progenitor differentiation, primary screen, cell-based, flow cytometry, MLPCN library. 1% of 360,000 active. ER-HoxA9 myeloid progenitors, lysozyme-GFP differentiation. calls only at 10 µM;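 active = normalized GFP-positive differentiation at or above the plate's own cutoff, the solvent-only control mean plus 3 SD; inconclusive = no clear call, values can overlap the other calls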;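 also: cells exposed to compound for four days before flow analysis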
HEK293 NOD2/NF-kB: NOD2 signaling inhibitors, cell-based, luminescence, uHTS, HEK293 (AID 1566); 0.63% of 290,000 active; inhibition, % at 4 µM; hits with a dose series show EC50 in µM; HEK293 NOD2/NF-kB luciferase reporter, luminescence; higher % means a stronger effect; also: many of its hits are not listed in these tables
NOD1 inhibition: NOD1 signaling inhibitors, primary screen, cell-based, luminescence, uHTS (AID 1578); NOD1-driven NF-kB luciferase reporter cells, luminescence; higher % means a stronger effect; inhibition, % at 4 µM; hits with a dose series show EC50 in µM; 1% of 290,000 active; in the data active = inhibition mostly above about 36%, no sharp cut-off; inactive = mostly below about 34%;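 also: HEK-293T reporter cells stimulated with the NOD1 agonist gamma-tri-DAP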
GPR55 activation: GPR55 agonists via beta-arrestin recruitment, primary screen, imaging, U2OS cells, beta-arrestin-GFP redistribution (AID 1961); 0.048% of 290,000 active; G-protein coupled receptor 55 (Homo sapiens); U2OS GPR55 beta-arrestin-GFP redistribution imaging; higher % means a stronger effect; activation, % at 10 µM, or EC50 in µM where a hit was titrated;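 active = activation above 40% with more than 50 cells counted in the well; inconclusive = wells holding fewer than 50 cells, flagged as toxic or sparse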;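 also: U2OS osteosarcoma cells stably expressing GPR55 and beta-arrestin-GFP; plate controls were DMSO negative control for no effect and LPI positive control for full effect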
T cell HTS: modulators of CD8 T cell-vesicle binding, primary screen, mouse 2C CD8+ T cells, flow cytometry | 2C CD8+ T cell-vesicle binding; stronger effect = lower value | calls only at 7 µM | 0.068% of 330,000 active | AID 2052, 2009;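 active = response, share of CD8 T cells binding vesicles, and their 90th percentile fluorescence all below set limits, cut at about 80% in these data, passing the limit was not always enough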
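Benchmarks: naked versus QL9-loaded vesicles / Assay system: purified 2C TCR transgenic mouse naive CD8+ T cells / Technique: high-throughput flow cytometry with anti-B7-1 and anti-CD8 staining / Timing: Cell–vesicle co-incubation 1.5 h at 37 °C, staining 20 min on ice / Read-out: percent CD8+ FL2 mean versus row control / Probe or stimulus: QL9-loaded Drosophila micro-vesicles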
T cell HTS vesicle-bound %: further read-out of T cell HTS, marked with its call; double positive events, %; measured here: CD8+ vesicle-bound cell fraction;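 binding gate set so that unloaded-vesicle control wells show 10% double positive cells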
NTR1 agonist cell count 20 µM: further read-out of NTR1 agonist, marked with its call; cell count; measured here: cell count, cytotoxicity flag
Myeloid diff MLP GFP+ MAC1+ %: also measured in Myeloid diff MLP; calls as there; GFP+ MAC1+ double positive, %; measured here: differentiation confirmed by MAC1 staining
* marks the source's active call; other numbers are inactive results; i = inactive; ? = inconclusive; / = not tested or not shown; + = active, no number; [ ] = another dose, or the depositor's remark. Rule as the data show it, unless noted: active = inhibition above about 50%; inactive = the rest.

smiles	KOR beta-arrestin-1	GPR55 antagonists	KOR beta-arrestin-2	NTR1 agonist	NTR1 agonist cell count 20 µM	Myeloid diff MLP	Myeloid diff MLP GFP+ MAC1+ %	HEK293 NOD2/NF-kB	NOD1 inhibition	GPR55 activation	T cell HTS	T cell HTS vesicle-bound %
CC1OC(NCCc2ccccc2)C(O)C(O)C1O (stereo not given)	-47.6%	15.6%	2.5%	5.9	76	i	0.5	0.5%	24.1%	0.7%	i	27.7
C1=C(c2c[nH]c3ccccc23)CCN(Cc2ccccc2)C1	-6.0%	-1.2%	-0.1%	0.3	46	?	/	6.2%	-22.5%	0.1%	i	6.2
CNc1cc(N2CCNCC2)ccc1[N+](=O)[O-]	-16.4%	-17.3%	3.9%	0.0	76	i	0.1	-8.7%	-46.8%	-0.1%	i	55.7
COc1ccc(N2C(=O)NC(=O)/C(=C\c3cn(CC(=O)N4CCOCC4)c4ccccc34)C2=O)c(OC)c1	-6.4%[20 µM]	1.59µM*	-4.4%	7.8	51	i	2.3	10.7%	-11.7%	0.5%	i	43.4
COc1ccc(-n2c(O)c(C=NCc3ccc4c(c3)OCO4)c(=O)[nH]c2=O)cc1	-16.3%	-1.0%	5.1%	-0.8	61	i	0.4	10.6%	-13.0%	-0.1%	i	39.0
O=C(COc1ccc(Cl)cc1)N1CCN(Cc2ccccc2)CC1	27.4%	-1.9%	-2.6%	-0.2	65	i	5.6	-7.1%	3.2%	0.3%	i	32.0
O=C(CN1CCOCC1)c1ccc2cc[nH]c2c1	-19.2%	6.2%	-1.2%	-0.8	96	i	2.1	11.9%	-3.8%	0.5%	i	17.4
CCc1ccc(/C=C(/C#N)C(N)=S)cc1	-45.8%	15.9%	1.3%	-0.2	31	i	0.6	-0.4%	-20.1%	0.2%	i	33.3
O=C(C[N+]12CCN(CC1)CC2)NCCc1ccc(Cl)cc1Cl	13.6%	11.3%	-5.4%	1.2	57	i	0.4	15.5%	-11.7%	-0.1%	i	62.9
Cn1cc(C(=O)NCc2ccccc2)c2ccccc21	-11.6%	20.6%	-11.5%	-1.8	49	i	0.0	11.0%	-29.3%	-0.3%	i	32.5
CC(=O)N(C1=NCCCS1)c1ccccc1F	16.3%	0.8%	5.8%	-0.5	68	i	1.8	6.3%	6.9%	0.3%	i	29.2
CC(Cc1ccccc1)NC(=O)Cc1ccc([N+](=O)[O-])cc1 (stereo not given)	-27.6%[20 µM]	5.3%	3.4%	0.5	59	i	0.6	4.1%	-2.6%	-0.1%	i	64.9
COc1ccc(CCN)cc1OC	39.3%	-7.4%	9.6%	-0.5	91	i	2.1	13.3%	-5.1%	0.0%	i	36.9
CC(=O)c1cccc(OCC(O)CN2CC=C(c3ccccc3)CC2)c1 (stereo not given)	-10.7%	1.9%	-4.0%	-2.7	103	i	1.3	5.4%	2.8%	-0.1%	i	22.3
FC(F)(F)c1ccccc1N1CC1c1ccncc1 (stereo not given)	1.8%	-4.0%	0.2%	2.3	83	i	0.3	29.5%	2.9%	0.0%	i	61.9

Part of the list above, with values under each structure.
Each structure is followed by: KOR beta-arrestin-1	GPR55 antagonists	KOR beta-arrestin-2	NTR1 agonist	NTR1 agonist cell count 20 µM	Myeloid diff MLP	Myeloid diff MLP GFP+ MAC1+ %	HEK293 NOD2/NF-kB	NOD1 inhibition	GPR55 activation	T cell HTS	T cell HTS vesicle-bound %
- CC(=O)c1cccc(OCC(O)CN2CC=C(c3ccccc3)CC2)c1 (stereo not given)
  -10.7%	1.9%	-4.0%	-2.7	103	i	1.3	5.4%	2.8%	-0.1%	i	22.3
- FC(F)(F)c1ccccc1N1CC1c1ccncc1 (stereo not given)
  1.8%	-4.0%	0.2%	2.3	83	i	0.3	29.5%	2.9%	0.0%	i	61.9

More entries follow:
structure	KOR beta-arrestin-1	GPR55 antagonists	KOR beta-arrestin-2	NTR1 agonist	NTR1 agonist cell count 20 µM	Myeloid diff MLP	Myeloid diff MLP GFP+ MAC1+ %	HEK293 NOD2/NF-kB	NOD1 inhibition	GPR55 activation	T cell HTS	T cell HTS vesicle-bound %
Cc1ccccc1-n1c(O)c(/C=N/Nc2nc3c(c(=O)n(C)c(=O)n3C)n2C)c(=O)[nH]c1=S	-32.0%	-4.2%	8.3%	1.7	68	i	0.1	-14.2%	-11.9%	1.3%	i	43.5
C=CCn1c(O)c(/C=N/N2CCOCC2)c(=O)[nH]c1=S	15.9%	5.4%	7.0%	0.3	95	i	0.3	-3.4%	-15.1%	0.0%	i	56.7
Cc1nn(Cc2ccccc2)c(C)c1C(=O)OCC(=O)Nc1ccccc1SCC#N	39.5%	12.0%	4.7%	-0.5	70	+	2.7*	-1.6%	17.8%	0.7%	i	23.8
O=C(Cn1ncc2c3ccccc3n(Cc3ccccc3)c2c1=O)N1CCC2(CC1)OCCO2	-27.5%	-0.9%	6.0%	/	/	/	/	-5.0%	-13.2%	-0.1%	/	/
O=C1NC(=O)N(c2ccc(F)cc2)C(=O)/C1=C/c1ccsc1	11.4%	10.0%	-2.7%	0.4	28	i	0.2	6.3%	-21.3%	0.1%	i	33.9
Cc1ccsc1C(=O)C1CCCN(Cc2cnc(N3CCCC3)s2)C1 (stereo not given)	-6.8%[20 µM]	0.1%	/	-0.2	99	i	0.1	16.4%	11.2%	-0.1%	i	30.6
CCc1ccc(N2C(=O)NC(=O)/C(=C\c3cccn3CCOc3ccc(C(C)C)cc3)C2=O)cc1	27.4%	-6.9%	-2.3%	5.9	52	i	0.5	-153.6%	4.8%	-0.3%	i	40.2

Single entries from the results shown.
In KOR beta-arrestin-1, FC(F)(F)c1ccccc1N1CC1c1ccncc1 (stereo not given) has 1.8%
In NTR1 agonist cell count 20 µM, CNc1cc(N2CCNCC2)ccc1[N+](=O)[O-] has 76

Source: PubChem

This is a subset (hit frequency here may not be typical).
